Bioassay records deposited in PubChem by several laboratories.
Jurkat viability: cytotoxicity toward Jurkat T cells, primary screen, cytotoxicity control, cell-based, Jurkat E6.1, 60K MLSMR library. Jurkat E6.1 viability, ATP luminescence, 48 h. inhibition, % at 4 µM. 56,000 compounds, 1.2% hits. AID 463, 2006;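 active = inhibition above the mean inhibition of all tested compounds plus 3 SD, cut at about 28% in these data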
5HT1E antag: 5-HT1E receptor antagonists, primary screen, cell-based, HTS. CHO 5-HT1E Ga15 NFAT-bla reporter, FRET, antagonist. 5-hydroxytryptamine receptor 1E (Homo sapiens), P28566. 65,000 compounds, 0.99% hits. inhibition, % at 6 µM;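 active = inhibition above a set limit, the mean inhibition across every tested compound plus 3 SD, cut at about 29% in these data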;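 also: signal is the 460 over 535 nm emission ratio of beta-lactamase substrate; 0% = agonist plus DMSO wells and 100% = wells without agonist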
D1 mod: D1 CRE-luciferase signal change, two-sided – cell-based, HEK293 D1, dopamine EC30, D1 allosteric modulator project, primary screen. 58,000 compounds, 5.9% hits. B-score at 10 µM. D(1A) dopamine receptor (Homo sapiens), P21728. AID 641, 2007. dopamine EC30 potentiation; actives deviate in either direction;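 active = luminescence count or its row- and column-corrected plate score outside the 99.7% band of the plate's sample wells, on either side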
Target sequence (P21728 whole entry, looked up): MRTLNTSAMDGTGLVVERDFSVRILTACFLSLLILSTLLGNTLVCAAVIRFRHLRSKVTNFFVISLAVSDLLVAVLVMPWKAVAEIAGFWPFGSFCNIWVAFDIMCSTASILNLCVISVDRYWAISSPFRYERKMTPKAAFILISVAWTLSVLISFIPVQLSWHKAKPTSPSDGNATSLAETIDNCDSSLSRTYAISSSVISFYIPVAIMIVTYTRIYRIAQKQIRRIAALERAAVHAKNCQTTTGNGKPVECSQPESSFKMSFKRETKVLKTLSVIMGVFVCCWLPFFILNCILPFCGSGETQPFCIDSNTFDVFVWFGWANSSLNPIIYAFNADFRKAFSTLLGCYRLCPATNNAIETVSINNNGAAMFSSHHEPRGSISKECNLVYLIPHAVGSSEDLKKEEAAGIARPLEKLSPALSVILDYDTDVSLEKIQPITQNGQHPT
S1P1 ag pot: S1P1 agonists and agonism potentiators, primary screen, cell-based, primary and confirmation screens, CRE-bla reporter; S1P1 CRE-bla cells, forskolin, beta-lactamase FRET, potentiator mode; S1P1 agonist co-added at EC20, 2 nM; 100% = saturating reference agonist, 0% = basal; activation, % at 9.5 µM; 56,000 compounds, 0.57% hits;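 active = activation above a cutoff set at the mean activation of all tested compounds plus 3 SD, cut at about 54% in these data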;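 also: forskolin at 4 µM as EC80 and the EC20 agonist is SEW2871; 100% = SEW2871 at its EC100 plus forskolin at EC80; some compounds past the cut are filed as inactive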
S1P3 ag: human S1P3 receptor agonists, primary screen, cell-based, primary and confirmation, NFAT-BLA reporter | Sphingosine 1-phosphate receptor 3 (Homo sapiens), Q99500 | S1P3 NFAT-BLA reporter cells, agonism, FRET ratio; relative to 1 µM S1P, basal subtracted | activation, % at 4.5 µM | 60,000 compounds, 0.1% hits | AID 373, 2006;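 active = activation above the screen-wide mean plus 3 SD, cut at about 4.5% in these data, passing the limit was not always enough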; also: some compounds called inactive have numbers as strong as hits
Target sequence (Q99500 whole entry, looked up): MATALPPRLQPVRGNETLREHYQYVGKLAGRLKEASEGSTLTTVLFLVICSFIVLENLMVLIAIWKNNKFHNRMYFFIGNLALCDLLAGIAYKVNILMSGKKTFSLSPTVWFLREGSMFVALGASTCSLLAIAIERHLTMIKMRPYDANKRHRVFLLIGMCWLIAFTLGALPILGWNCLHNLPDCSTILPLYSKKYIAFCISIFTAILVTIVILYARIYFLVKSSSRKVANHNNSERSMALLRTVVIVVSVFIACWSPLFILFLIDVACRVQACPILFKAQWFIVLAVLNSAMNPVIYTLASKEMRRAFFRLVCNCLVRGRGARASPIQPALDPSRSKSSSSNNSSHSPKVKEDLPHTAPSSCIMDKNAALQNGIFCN
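Benchmarks: high control 1 µM S1P / System: stable CHO line with human S1P3, Gα16, NFAT-BLA reporter / Dosing: single compound concentration, 4.5 µM final / Timing: 4 h compound at 37 °C, 2 h substrate at RT / Measured by: FRET β-lactamase substrate fluorescence, excitation 405 nm, 460/535 nm emission ratio, background-subtracted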
5HT1a ag: human 5-HT1a receptor agonists, primary screen, cell-based, CHO, Ga15 NFAT-bla reporter. 5-hydroxytryptamine receptor 1A (Homo sapiens), P08908. CHO 5-HT1a Ga15 NFAT-bla reporter, FRET ratio; 0% basal, 100% maximal reference agonist. activation, % at 10 µM. 65,000 compounds, 0.56% hits. AID 567, 2006;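 active = activation above the screen-wide mean activation plus 3 SD, cut at about 19% in these data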;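 also: 0% = DMSO wells and 100% = 5-CT at EC100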
5-HT1A blocker: human 5-HT1a receptor antagonists, primary screen, cell-based, CHO, Ga15 NFAT-bla reporter; CHO 5-HT1a Ga15 NFAT-bla reporter, antagonist mode; 62,000 compounds, 0.68% hits; AID 612, 2007; inhibition, % at 10 µM;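 active = inhibition above the mean of all tested compounds plus 3 SD, cut at about 43% in these data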;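 also: receptor stimulated by 5-CT agonist at 100 nM near EC80; beta-lactamase reporter measured by ratiometric fluorescence of a cleavable substrate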
HEK293 NFkB inh: inhibitors of PMA/ionomycin-induced NF-kB reporter, primary screen, antigen receptor NF-kB inhibitor project, cell-based, HEK-293 luciferase reporter, luminescence. 62,000 compounds, 0.21% hits. inhibition, % at 3 µM. AID 465, 2006. HEK-293 NF-kB luciferase reporter;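 active = inhibition above the mean of all tested compounds plus 3 SD, cut at about 40% in these data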;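 also: 0% = stimulated DMSO wells and 100% = 10 µM reference inhibitor 5653914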
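System – HEK-293 cells with stable firefly luciferase reporter driven by four HIV NF-kB elements · Doses – one dose, 3 µM · Schedule – 1 h compound pre-incubation, 16 h PMA/ionomycin at 37 °C · Technique – luminescence from luciferase substrate reagent · Measure – percent inhibition normalized per plate to DMSO and reference-inhibitor controls · Replicates – tested once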
5HT1E ag: 5-HT1E receptor agonists, primary screen, cell-based, HTS. 65,000 compounds, 0.69% hits. 5-hydroxytryptamine receptor 1E (Homo sapiens), P28566. CHO 5-HT1E Ga15 NFAT-bla reporter, FRET; 0% DMSO wells, 100% control agonist wells. AID 574, 2007. activation, % at 6 µM;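 active = activation above a set limit, the screen-wide mean activation plus 3 SD, cut at about 8.5% in these data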;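 also: 100% = positive control agonist at 1 µM giving full maximal response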
Starred values were filed as active, the others as inactive; nt = no result given.

SMILES | Jurkat viability | 5HT1E antag | D1 mod | S1P1 ag pot | S1P3 ag | 5HT1a ag | 5-HT1A blocker | HEK293 NFkB inh | 5HT1E ag
CCCc1nnc(NC(=O)Cn2c(=O)sc3ccccc32)s1 | -9 | -6 | -0.75 | 3 | 0.3 | 2.1 | -9 | 13 | -0.5
Cc1ccc2[nH]c(C(=O)O)c(-c3ccccc3)c2c1 | 6 | -4 | 0.26 | 9 | -0.7 | -3.4 | 5 | 3 | 0.1
CCCCS(=O)CC(CS(=O)CCCC)OC(=O)c1ccc(C)cc1 (stereo not drawn) | nt | -4 | 0.76 | nt | nt | -0.2 | 5 | -3 | 0.7
COc1cccc(Cn2c(C3CC3)nc3ccc(NC(=O)c4ccco4)cc3c2=O)c1 | 4 | 18 | 0.12 | -6 | 0.0 | 0.9 | -7 | 10 | 0.3
Nc1ccc(OCc2ccccc2)cc1 | -9 | -4 | 0.19 | 6 | -0.1 | -0.8 | -4 | -10 | 0.2
CCOC(=O)c1[nH]c2ccc(Br)cc2c1NC(=O)CCN1CCC(C(=O)OCC)CC1 | nt | 4 | -0.5 | 11 | -0.7 | -0.2 | nt | nt | 0.1
Cc1ccc(Cn2nnc3c(=O)n(CC(=O)OCc4ccccc4)cnc32)cc1 | -3 | 0 | -0.84 | -4 | 0.3 | -1.8 | 4 | 10 | -0.5
Cc1onc(-c2c(F)cccc2Cl)c1C(=O)NCC1COc2ccccc2O1 (stereo not drawn) | -5 | 3 | 0.044 | -16 | -0.9 | -0.5 | 2 | 4 | 0.1
O=C(c1ccccc1Oc1nnnn1-c1ccccc1)N1CCOCC1 | -4 | 4 | 0.004 | 0 | -0.1 | -2.8 | -7 | 3 | -0.6
O=C(Cn1nc(-c2ccc(Cl)cc2)ccc1=O)NCC1CCCO1 (stereo not drawn) | 0 | -15 | -0.12 | 6 | 0.7 | 0.2 | -2 | -3 | 0.2
CCOC(=O)C1=C(C)Nc2ncnn2C1c1ccc(N(C)C)cc1 (stereo not drawn) | nt | 9 | nt | nt | nt | 19 | -4 | 18 | 0.8
O=C(CN1c2cccc3cccc(c23)S1(=O)=O)NCc1ccc2c(c1)OCO2 | 0 | 2 | 5.3* | 7 | -1.1 | 0.2 | -3 | 2 | -0.3
Cc1nnc2n(-c3ccccc3)c(=O)c3c4c(sc3n12)COC(C(C)C)C4 (stereo not drawn) | nt | 8 | nt | -4 | -1.4 | 2.3 | nt | nt | -0.2
Cn1c(=O)c2c(nc(Br)n2CC(=O)C23CC4CC(CC(C4)C2)C3)n(C)c1=O | -4 | 1 | 0.047 | -17 | -1.6 | 1.4 | 3 | 10 | 2.4
Cn1cccc1C(C(=O)NC1CCCCC1)N(C(=O)Cc1cccs1)c1ccc2c(c1)OCO2 (stereo not drawn) | 3 | -5 | -0.047 | -14 | -0.5 | -2.8 | 19 | 9 | -0.3
CC(=O)Nc1cccc(-c2nnc(-c3ccccc3)o2)c1 | nt | -12 | 0.038 | nt | nt | -1.7 | -3 | -16 | -0.9
CC(NC(=O)c1cccs1)C(=O)NC1=NCCS1 (stereo not drawn) | 7 | 2 | 0.27 | 6 | -0.4 | -3.9 | 1 | 2 | -0.6
O=C(CSc1nnnn1Cc1ccccc1)NCCc1ccccc1 | -4 | -1 | nt | -5 | -0.1 | -0.6 | -3 | 8 | -0.6
CCCOC(=O)C1[C@H]2C(=O)N(CC3CCCO3)C[C@]23C=C[C@H]1O3 (stereo partly drawn) | -8 | 2 | 0.092 | -3 | -0.6 | 0.9 | 2 | -8 | 0.6
CCOc1ccc(N=C2SC(C(=O)O)CC(=O)N2C)cc1 (stereo not drawn) | 9 | -7 | nt | -12 | -0.5 | -4.5 | -6 | 16 | -0.6
C[C@]12C=CC(=O)C=C1CC[C@H]1[C@@H]3C[C@@H](O)[C@](O)(C(=O)CO)[C@@]3(C)C[C@H](O)[C@@]12F | nt | 1 | -6.4* | 3 | 1.4 | -2.1 | nt | nt | -0.3
CCOC(=O)N1CCN(C(=O)CSc2nnc(-c3c[nH]c4ccccc34)n2CCOC)CC1 | 0 | 10 | nt | -3 | -0.9 | -1.4 | -15 | 6 | -0.1
O=c1nc2s/c(=C\c3ccco3)c(=O)n2nc1Cc1ccc(F)cc1 | 4 | 0 | -0.68 | 9 | -0.4 | -0.6 | 8 | 7 | -0.3
Cc1ccc2c(c1)[nH]c1c(=O)n(CCN3CCCCC3)cnc12 | 1 | -1 | -0.13 | 12 | 0.7 | -4.5 | 12 | -5 | 0.6
COc1ccc(CN(C(=O)c2oc3ccccc3c2C)C2CCS(=O)(=O)C2)cc1 (stereo not drawn) | -17 | -5 | -0.4 | -9 | -0.5 | 3.8 | -9 | -3 | 0.1
CC(C)(C)SCCNC(=O)COc1ccccc1 | 1 | -8 | 0.48 | -12 | -0.2 | -0.4 | -15 | 14 | 0.1
C=CCn1c(C2CC(=O)N(c3ccc(C)cc3)C2)nc2ccccc21 (stereo not drawn) | nt | 3 | nt | 3 | -2.5 | 2.0 | nt | nt | 0.4
CCOC(=O)c1c2n(c3ccc(O)cc13)CCC2 | nt | -1 | 2.4 | nt | nt | -3.5 | 9 | 26 | -0.3
COc1cc(C(C)=O)ccc1OCC(O)CNCC1(N2CCCCC2)CCCCC1 (stereo not drawn) | -2 | 1 | -1.3 | -4 | 0.2 | -1.9 | -5 | 5 | 0.0
Cn1c(-c2ccc(F)cc2)cnc1SCC(=O)N1CCCCC1 | 5 | -1 | -4.3* | 8 | -0.2 | -0.6 | 13 | -12 | -0.2
Cc1ccc(S(=O)(=O)N2CCCC2C(=O)Oc2ccccc2)cc1 (stereo not drawn) | -6 | 0 | -0.35 | 3 | 0.9 | -1.6 | 3 | 8 | -0.4
CC(C)c1nc(=S)n(-c2ccccc2)[nH]1 | 1 | 3 | 1.1 | -6 | -0.7 | -1.1 | -1 | 13 | -1.2
O=C(O)c1cc(-c2cccnc2)nn1-c1ccccn1 | nt | -4 | nt | nt | nt | 0.5 | 1 | 22 | 0.1
O=C(c1ccco1)N1CCN=C1SCc1ccccc1Cl | 0 | 1 | 1.7 | 16 | -1.2 | -4.2 | 2 | 8 | 0.3
O=C(c1oc2ccccc2c1CSCc1ccccc1)N1CCN(c2ncccn2)CC1 | 1 | 7 | -0.19 | 20 | -1.7 | -1.0 | 30 | 5 | 0.4
CCOC(=O)CSc1nc2ccccc2c(=O)n1CC | -5 | 3 | 1.3 | nt | -0.9 | -0.1 | 10 | 6 | 0.0
CCOC(=O)c1c(C)c(C(=O)NCCCOC(C)C)c(C)n1C | 0 | 6 | nt | 7 | 0.0 | -0.9 | -2 | 10 | -0.2
Cc1cc2ccccc2n1CCNC(=O)C1CC1 | -2 | -8 | -1.3 | -25 | -0.5 | -1.6 | 11 | -2 | 0.5
N#Cc1c(NC(=O)CSc2nnnn2C2CCCC2)sc2c1CCCC2 | -6 | -10 | -0.038 | 0 | 0.6 | -0.8 | -4 | 6 | 1.0
COC(=O)C(C)Sc1nnc(Cc2cc(=O)[nH]c(=O)[nH]2)n1-c1cccc(OC)c1 (stereo not drawn) | -12 | 5 | -0.2 | -15 | -0.3 | -4.7 | 2 | 10 | 1.0
O=C(Cn1cccc1C(=O)c1ccccc1)NCc1ccccn1 | 2 | -6 | 0.92 | 2 | -1.5 | -0.1 | 6 | 1 | 0.1
Cc1ccccc1-c1nc(CS(=O)CC(=O)NCCN2CCN(Cc3ccccc3)CC2)c(C)o1 (stereo not drawn) | 2 | -5 | -0.89 | 2 | -0.9 | -2.1 | -5 | 9 | 3.2
CCOC(=O)CSc1nnc(CCc2nc3ccccc3[nH]2)n1C | -6 | -4 | -0.047 | -27 | 0.1 | -0.6 | -6 | 4 | 0.3
O=C(N1CCCCC1)N1CCN(C(=O)N(c2ccccc2)c2ccccc2)CC1 | -1 | -3 | 0.23 | -26 | -0.6 | -0.7 | -6 | 17 | -0.4
O=C(NCCCN1CCOCC1)c1ccc(CS(=O)(=O)Cc2ccccc2Cl)o1 | -6 | -5 | -1.4 | -2 | 1.1 | -1.4 | -12 | 6 | -1.0
CCC(=O)n1nc(-c2ccco2)nc1SCc1ccccc1 | -9 | -2 | 0.11 | nt | -0.4 | 0.6 | 4 | -2 | 0.1
COc1cc(NC(=O)C2CCCN(S(=O)(=O)c3cccc4nsnc34)C2)cc(OC)c1 (stereo not drawn) | -4 | -9 | -0.34 | 6 | 0.3 | 3.9 | -11 | 11 | 0.8
COc1ccc(Cn2nnnc2C(c2cc3ccc(OC)cc3[nH]c2=O)N2CCCCCC2)cc1 (stereo not drawn) | 2 | 0 | 0.38 | -6 | -0.4 | -1.2 | -4 | 2 | 0.3
C/C(CC1(O)C(=O)N(Cc2ccccc2)c2ccccc21)=N\O (stereo not drawn) | nt | -1 | nt | 9 | 2.2 | 0.9 | nt | nt | 0.2

Three of the compounds above, with two lines to a compound.
The line under a structure holds: Jurkat viability, 5HT1E antag, D1 mod, S1P1 ag pot, S1P3 ag, 5HT1a ag, 5-HT1A blocker, HEK293 NFkB inh, 5HT1E ag
> CCOC(=O)CSc1nnc(CCc2nc3ccccc3[nH]2)n1C
→ -6, -4, -0.047, -27, 0.1, -0.6, -6, 4, 0.3
> O=C(N1CCCCC1)N1CCN(C(=O)N(c2ccccc2)c2ccccc2)CC1
→ -1, -3, 0.23, -26, -0.6, -0.7, -6, 17, -0.4
> O=C(NCCCN1CCOCC1)c1ccc(CS(=O)(=O)Cc2ccccc2Cl)o1
→ -6, -5, -1.4, -2, 1.1, -1.4, -12, 6, -1.0

Compound profiles, from the list above. Values in the order: Jurkat viability, 5HT1E antag, D1 mod, S1P1 ag pot, S1P3 ag, 5HT1a ag, 5-HT1A blocker, HEK293 NFkB inh, 5HT1E ag
C/C(CC1(O)C(=O)N(Cc2ccccc2)c2ccccc21)=N\O (stereo not drawn) in the list: nt, -1, nt, 9, 2.2, 0.9, nt, nt, 0.2
CCOC(=O)CSc1nnc(CCc2nc3ccccc3[nH]2)n1C in the list: -6, -4, -0.047, -27, 0.1, -0.6, -6, 4, 0.3
